Screening results deposited in PubChem BioAssay by several laboratories.
CTSL1 counter: blocks F. hepatica cathepsin L1 in PFM18AAP counter-screen. 300,000 compounds, 0.49% hits. inhibition, % at 5.96 µM. recombinant F. hepatica cathepsin L1, Z-Leu-Arg-MCA fluorescence. AID 1906;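 active = inhibition above the mean of all tested compounds plus 3 SD, set per screening campaign, cut at about 17% in these data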;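 also: 0% = plate median of test compound wells and 100% = 1 µM Z-Phe-Ala-diazomethylketone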
PP5 primary: PP5 (human) phosphatase inhibition; 320,000 compounds, 0.18% hits; AID 1987; inhibition, % at 6.7 µM; purified PP5c, OMFP substrate fluorescence; P53041;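 active = inhibition above the campaign's mean inhibition across all tested compounds plus 3 SD, cut at about 9.5% in these data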;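 also: 0% = DMSO only and 100% = 100 µM cantharidin control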
Efflux pump mplx: antifungal efflux pump inhibition, Nile Red retention. inhibition, % at 10 µM. S. cerevisiae Candida pump triplex. 330,000 compounds, 0.44% hits;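 active = plate passing quality check with inhibition over a set limit, or well fluorescence over plate mean plus 4 SD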;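 also: Nile Red retained in pooled yeast measured as flow cytometry median fluorescence; 0% = buffer negative control and 100% = Enniatin B positive control; higher means more Nile Red kept so more efflux inhibition; some compounds called inactive have numbers as strong as hits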
EBNA-1 inhibitor: blocks EBNA-1 binding to DNA | 300,000 compounds, 0.34% hits | inhibition, % at 14.8 µM | EBNA-1 DNA binding, fluorescence polarization; in the data active = inhibition above about 28%
PP1 counter: PP1-alpha (human) inhibition in PP5 counter-screen. P62136. inhibition, % at 6.7 µM. 320,000 compounds, 0.9% hits. purified PP1alpha, OMFP fluorescence. AID 2235;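 active = inhibition above the mean inhibition of all tested compounds plus 3 SD, computed separately for each screening campaign, cut at about 15% in these data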
core dimer inh: blocks dimerization of HCV core protein. TR-FRET GST/Flag-core106 dimerization, 1536-well. inhibition, % at 5 µM. 300,000 compounds, 0.33% hits. AID 1899;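 active = inhibition above the mean of all tested compounds plus 3 SD, set per screening campaign, cut at about 45% in these data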
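Material: GST/Flag-tagged HCV core106 proteins. Incubation: 4 h, 22.5 °C incubation. Read-out basis: inhibition (%) from 671 over 617 nm ratio. Measured by: TR-FRET, excitation 340 nm, emission 617 and 671 nm.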
ZTA counter: ZTA (EBV) inhibition in EBNA-1 counter-screen | P03206 | ZTA-DNA binding, fluorescence polarization | inhibition, % at 11 µM | 320,000 compounds, 0.15% hits; in the data active = inhibition above about 33%
Target sequence (P03206 whole entry, looked up): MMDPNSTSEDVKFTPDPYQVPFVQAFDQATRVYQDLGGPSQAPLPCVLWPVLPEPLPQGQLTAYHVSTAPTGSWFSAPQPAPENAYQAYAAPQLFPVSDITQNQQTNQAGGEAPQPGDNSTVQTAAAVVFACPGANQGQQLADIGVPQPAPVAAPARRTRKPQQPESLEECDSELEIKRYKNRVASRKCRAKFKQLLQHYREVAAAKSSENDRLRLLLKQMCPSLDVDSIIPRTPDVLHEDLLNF
TPT1 inhibitor: blocks Candida albicans tRNA 2'-phosphotransferase | inhibition, % at 5 µM | recombinant caTPT1, FP RNA substrate dephosphorylation | AID 1962 | 300,000 compounds, 0.81% hits;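 active = inhibition above the mean of all tested compounds plus 3 SD, set per screening campaign, cut at about 24% in these data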;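 also: plate controls were DMSO alone for no effect and ferristatin control at 100 nM for full effect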
PREPL inh: inhibits the human prolyl oligopeptidase-like enzyme; Q4J6C6; recombinant PREPL, fluorescence polarization activity-based probe; inhibition, % at 5.96 µM; 320,000 compounds, 0.68% hits; in the data active = inhibition above about 43%;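 also: 0% = enzyme with DMSO and 100% = wells lacking enzyme; many of its hits are not listed in these tables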
Target sequence (Q4J6C6 whole entry, looked up): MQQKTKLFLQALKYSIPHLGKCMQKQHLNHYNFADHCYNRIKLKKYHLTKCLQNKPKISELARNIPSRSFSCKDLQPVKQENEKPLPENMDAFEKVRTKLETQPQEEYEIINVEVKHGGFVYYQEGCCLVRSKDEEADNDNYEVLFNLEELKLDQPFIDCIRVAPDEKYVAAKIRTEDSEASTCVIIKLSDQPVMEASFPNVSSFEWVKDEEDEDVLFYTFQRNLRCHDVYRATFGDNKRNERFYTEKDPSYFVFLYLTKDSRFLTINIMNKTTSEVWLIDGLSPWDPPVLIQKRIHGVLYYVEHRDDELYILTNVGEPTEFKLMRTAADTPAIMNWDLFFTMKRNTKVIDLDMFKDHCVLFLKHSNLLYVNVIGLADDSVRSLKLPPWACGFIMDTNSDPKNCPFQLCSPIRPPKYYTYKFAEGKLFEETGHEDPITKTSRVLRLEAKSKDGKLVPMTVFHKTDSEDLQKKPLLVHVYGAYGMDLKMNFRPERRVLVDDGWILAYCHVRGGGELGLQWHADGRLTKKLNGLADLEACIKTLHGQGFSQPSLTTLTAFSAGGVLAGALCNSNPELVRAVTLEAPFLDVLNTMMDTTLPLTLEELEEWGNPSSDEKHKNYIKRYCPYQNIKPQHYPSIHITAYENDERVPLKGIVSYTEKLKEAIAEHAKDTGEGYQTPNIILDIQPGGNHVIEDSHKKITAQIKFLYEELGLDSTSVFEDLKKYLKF
Numbers without * were called inactive; . = no result given. A portion of the library. The share of hits here may be higher or lower than overall.

Every second line gives: CTSL1 counter	PP5 primary	Efflux pump mplx	EBNA-1 inhibitor	PP1 counter	core dimer inh	ZTA counter	TPT1 inhibitor	PREPL inh
1. Cc1cccc(NC(=O)c2ccccc2NC(=O)C(C)(C)C)n1
  -2	0.4	0.0	10	2	-3	-7	-3	-3
2. Cn1nnnc1SCc1nnc(-c2ccc(Cl)cc2)o1
  -4	0.0	0.0	4	0	-2	14	-7	6
3. O=C1/C(=C/c2ccccc2)NC(=S)N1C(c1ccccc1)c1ccccc1
  3	4.1	0.2	-6	1	18	-6	-5	10
4. Cc1ccc(CNCC(=O)Nc2cccc(S(=O)(=O)NC3=NCCCCC3)c2)cc1
  0	1.5	-0.1	7	3	5	11	-2	31
5. O=C(NNC(=O)c1cccc(Br)c1)C(=O)N1CCCCC1
  -1	-0.6	-0.1	-1	1	8	4	-3	2
6. COc1cc(CN(CCc2c(C)[nH]c3ccc(C)cc23)C(=S)NC(C)(C)C)cc(OC)c1OC
  -3	0.6	-0.3	12	2	-18	-2	-2	1
7. Cc1cccc(N2CCN(C(=O)c3cc(COc4ccc(F)c(F)c4)on3)CC2)n1
  3	2.8	0.0	-3	1	1	-9	-4	18
8. CNC(=S)N/N=C/C1=CCC2CC1C2(C)C (centres undefined)
  3	5.2	0.0	1	2	2	2	4	-13
9. Cc1ccc2[nH]c(=O)c(CN(C)S(=O)(=O)c3cccc4nonc34)cc2c1
  -2	1.1	0.0	1	-1	0	10	1	-2
10. COc1ccc(OCc2nnc(SCC(=O)Nc3ccccc3Cl)o2)cc1
  5	-0.6	-0.1	5	13	-4	-4	-5	-7

Compounds 1 through 2 from above:
Every second line gives: CTSL1 counter	PP5 primary	Efflux pump mplx	EBNA-1 inhibitor	PP1 counter	core dimer inh	ZTA counter	TPT1 inhibitor	PREPL inh
1. Cc1cccc(NC(=O)c2ccccc2NC(=O)C(C)(C)C)n1
  -2	0.4	0.0	10	2	-3	-7	-3	-3
2. Cn1nnnc1SCc1nnc(-c2ccc(Cl)cc2)o1
  -4	0.0	0.0	4	0	-2	14	-7	6

Continuation:
Every second line gives: CTSL1 counter	PP5 primary	Efflux pump mplx	EBNA-1 inhibitor	PP1 counter	core dimer inh	ZTA counter	TPT1 inhibitor	PREPL inh
11. O=C(Oc1cc2oc(=O)cc(-c3ccccc3)c2cc1Cl)C1CCCCC1
  2	1.5	-0.1	2	-1	19	-6	-2	-4
12. OC(COc1ccc2ccccc2c1Br)Cn1cnc(-c2ccccc2)c1 (centres undefined)
  2	6.4	0.1	0	6	19	2	-4	-17
13. C/C=C/Cn1c(SCCCc2ccccc2)nc2c1c(=O)[nH]c(=O)n2C
  5	-0.5	0.0	16	10	17	5	1	28
14. CN(C(=O)c1ccno1)c1nnc(-c2cccnc2)s1
  5	2.4	-0.2	-16	3	-4	-23	-5	2
15. CC(=O)Oc1ccc(N2C(=O)C3C(C2=O)C2(C)C=CC3(C)O2)cc1 (centres undefined)
  -2	3.2	0.3	-10	-3	19	-4	0	2
16. CC1CCN(c2ccc(C(=O)OCC(=O)NCCN3C(=O)CSC3=O)cc2[N+](=O)[O-])CC1
  -2	-1.7	0.0	5	1	3	6	-2	-2
17. COc1ccc(NS(=O)(=O)c2ccc(Cl)c(C(=O)O)c2)cc1S(=O)(=O)N1CCCCC1
  -6	-2.7	-0.1	1	0	-1	14	-2	-5
18. CC(C)Nc1ccccc1
  .	-1.3	0.0	.	-1	.	-9	.	-8
19. O=C(NC1CCCC1)C(c1ccncc1)N(CCCN1CCOCC1)C(=O)c1ccc(-c2ccccc2)[nH]1 (centres undefined)
  4	1.2	0.0	-2	-1	0	5	1	12
20. COc1cccc(NC(=O)CN2C(=O)NC(CCc3ccccc3)C2=O)c1 (centres undefined)
  .	0.7	0.0	.	2	.	-9	.	16

Every second line gives: CTSL1 counter	PP5 primary	Efflux pump mplx	EBNA-1 inhibitor	PP1 counter	core dimer inh	ZTA counter	TPT1 inhibitor	PREPL inh
21. Cc1cc2oc(C(=O)Nc3nonc3C)c(C)c2cc1C
  15	1.4	-0.3	-5	11	5	-20	-1	6
22. O=C(N/N=C/c1ccc2c(c1)OCO2)c1ccc2c(c1)OCCO2
  5	1.4	0.2	-4	-1	-3	4	0	6
23. O=C(Cn1nc(Cc2ccncc2)c2ccccc2c1=O)N1CCN(C(=O)c2ccco2)CC1
  -3	0.9	0.4	-11	-2	-1	-5	3	5
24. Cc1ccnn1-c1ccc(C(=O)N2CCCN(S(=O)(=O)c3ccc(F)cc3)CC2)cc1
  .	0.9	-0.1	.	-2	.	-11	.	0
25. Cc1ccc(S(=O)(=O)N2CCN(C(=O)c3ccc(-n4cncn4)c([N+](=O)[O-])c3)CC2)cc1
  1	0.7	0.0	8	-4	-1	6	0	12
26. Cc1nonc1OCC(C)(COc1nonc1C)NC(=O)c1ccc(Cl)cc1
  1	1.4	0.1	7	0	2	12	1	-6
27. Cc1ccc(NC(=O)COc2coc(CN3c4ccccc4CC3C)cc2=O)c(C)c1 (centres undefined)
  3	0.4	0.0	13	0	9	9	-3	9
28. Cc1cccc(NC(=O)NCc2ccc3[nH]c(C)cc3c2)c1
  -1	1.7	0.0	3	-2	1	0	3	3
29. Nn1c(SCC(=O)Nc2ccc3c(c2)OCCO3)nncc1=O
  1	0.2	0.1	-2	-2	2	-1	-4	1
30. CCOc1ccc(NC(=S)N=Nc2c(O)[nH]c3ccccc23)cc1
  1	1.8	-0.2	-2	2	0	-9	5	11

Every second line gives: CTSL1 counter	PP5 primary	Efflux pump mplx	EBNA-1 inhibitor	PP1 counter	core dimer inh	ZTA counter	TPT1 inhibitor	PREPL inh
31. Oc1ccc(N=Nc2n[nH]c(-c3ccccc3)n2)cc1
  4	0.5	-0.1	-8	-1	-22	2	7	8
32. COc1ccccc1NS(=O)(=O)c1c(C)[nH]c(C)c1C(=O)N1CCCC1
  0	1.0	0.8	-5	5	-14	-13	-2	12
33. Cc1ccccc1CC(=O)N1CCCC(CCC(=O)N2CCN(c3ccccn3)CC2)C1 (centres undefined)
  -4	-1.8	0.0	-5	-9	2	-1	-4	21
34. COc1cc(/C=C/C(=O)OCC(=O)NC(=O)NC2CCCCC2)ccc1OC(F)F
  -1	3.6	-0.1	-1	4	-2	-3	0	-5
35. COc1ccnc(N=CNOCc2ccc(Cl)cc2)c1C#N
  -1	0.0	0.1	-6	1	-3	-6	2	-2
36. CCCCCCN1C=CC=C/C1=C\C=C(C#N)C#N
  4	3.0	0.3	-2	-5	-2	10	61*	12
37. Cc1nn(-c2ccc(Cl)cc2)c(N)c1C(O)(CSc1nccn1C)C(F)(F)F (centres undefined)
  5	-3.4	-0.3	-2	-10	5	-17	-5	4
38. O=C(NCc1ccc(F)cc1)c1ccc(NC(=O)C2CCCO2)cc1 (centres undefined)
  3	-0.3	0.4	0	-2	1	2	0	-1
39. COc1ccc2[nH]c3c(=O)n(Cc4ccc(C(=O)N5CCCCCC5)cc4)c(=S)[nH]c3c2c1
  -6	-2.9	0.6	-8	-5	21	1	2	6
40. CC(=O)Nc1ccc(NC(=O)C/C(C)=N/NC(=O)C(=O)Nc2ccc(C)c(Cl)c2)cc1
  1	0.6	0.2	9	1	1	2	2	4

Every second line gives: CTSL1 counter	PP5 primary	Efflux pump mplx	EBNA-1 inhibitor	PP1 counter	core dimer inh	ZTA counter	TPT1 inhibitor	PREPL inh
41. O=C(Nc1ccc(/C=C/c2nc3ccccc3o2)cc1)c1cccc(C(F)(F)F)c1
  2	0.1	-0.3	12	1	4	2	-2	6
42. COc1cc(OC)cc(C(=O)NNC(=O)c2cc(S(=O)(=O)N3CCOCC3)ccc2F)c1
  .	1.5	-0.1	.	1	.	-6	.	0
43. CCOC(=O)c1c(NC(=O)COc2ncnc3sccc23)sc2c1CCC2
  1	2.5	-0.1	18	10	4	-10	-1	4
44. O=C(Nc1ccc(F)cc1F)c1sccc1SCc1cccc(C(F)(F)F)c1
  -3	2.6	-0.1	-14	3	-2	-11	-1	3
45. COc1cccc(C(=O)C2CCCN(Cc3cccc(-n4nc(C)cc4C)c3)C2)c1 (centres undefined)
  -4	3.0	-0.1	7	2	13	-7	-1	9
46. COCCNC(=S)N/N=C/c1ccc(OCc2ccc(C(=O)OC)cc2)c(OC)c1
  3	4.2	0.0	-5	2	11	12	-2	-6
47. O=C(Nc1ccc(-c2cn3ccsc3n2)cc1)C1CCCC1
  -1	-1.8	-0.2	-1	-2	-1	8	2	3
48. CCC(C)C1C(C#N)=C(N)Oc2n[nH]c(C)c21 (centres undefined)
  -3	-0.6	-0.1	-5	4	16	-2	0	-7
49. CCCNC(=O)CCc1c(C)nc2c(c(C)nn2-c2ccc(C)cc2)c1C
  1	1.1	0.1	7	1	-2	-17	-3	-4
50. CCOc1ccc(C(=O)NCC(=O)N2CCN(c3ccc(C(F)(F)F)cn3)CC2)cc1
  .	3.2	-0.3	.	-1	.	-3	.	13

Every second line gives: CTSL1 counter	PP5 primary	Efflux pump mplx	EBNA-1 inhibitor	PP1 counter	core dimer inh	ZTA counter	TPT1 inhibitor	PREPL inh
51. Cc1cc2cccc(C)c2nc1SCC(=O)NNC(=O)c1ccco1
  2	0.1	0.2	-5	-1	-2	5	0	-6
52. O=c1c2ccccc2oc2nc(-c3cccs3)n(CCc3ccccc3)c(=O)c12
  2	-0.2	0.9	1	-3	8	4	-3	-4
53. COc1ccc(OC)c(NC(=O)C(CCSC)NS(=O)(=O)c2cccs2)c1 (centres undefined)
  -7	1.1	0.6	-17	0	-3	-2	1	8
54. Cc1ccc(S(=O)(=O)NCCC(=O)NCC(=O)Nc2c(C)cccc2C)cc1C
  1	-1.6	-0.1	6	0	-1	2	0	2
55. O=C(Cc1ccccc1)Nn1cnc2ccccc21
  0	-0.1	-0.1	6	0	-8	8	-2	2
56. Cc1ccc(C)c(C2NC(=O)c3ccccc3N2)c1 (centres undefined)
  7	2.0	0.0	-10	-1	-2	-5	-1	-3
57. CN(C)c1ccc(NC(=O)CSc2nc3ccccc3c(=O)n2C2CCCCC2)cc1
  -1	4.5	0.1	3	12	25	0	-4	8
58. COc1ccc(-c2[nH]c(-c3cccc(OC)c3)nc2SCC(=O)NCc2ccco2)cc1
  4	2.8	0.2	-1	1	8	0	-2	6
59. CCn1c(C)[n+](CCOCC[n+]2c(C)n(CC)c3cc(Cl)c(Cl)cc32)c2cc(Cl)c(Cl)cc21
  -5	1.6	0.1	-2	0	-4	0	-4	32
60. Cc1nc(C(=O)NNC(=O)Nc2ccccc2)cs1
  -1	1.8	-0.1	2	8	3	-3	0	9
61. NC1=NC(=O)/C(=C/c2cc(Br)c(O)c(Br)c2)S1
  2	-10	0.5	-21	-1	-30	-3	37*	6
62. CC1(C)NC(=O)N(CC(=O)OCC(=O)Nc2cccc(S(N)(=O)=O)c2)C1=O
  -18	1.7	0.1	-15	0	-7	-22	-1	9
